# mHTT CaM bind – disrupts binding of mutant huntingtin to calmodulin. inhibition, % at 15 µM. AlphaScreen His-mHTT/GST-CaM binding, luminescence. 190,000 compounds, 3.6% hits. AID 1671202;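 also: 0% = both proteins with DMSO and 100% = one protein alone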
# Pf apPOL block – Pf-apPOL DNA polymerase inhibition | Recombinant Pf-apPOL, molecular beacon fluorescence, 1.5 h | inhibition, % at 10 µM | 210,000 compounds, 0.25% hits
# Active calls of the source: *; i = inactive; . = not tested or not shown; & = joins results of further samples. Rule as the data show it: active = inhibition above about 50%; inactive = the rest.
SMILES,mHTT CaM bind,Pf apPOL block
CN(C)C=C1N=C(SCc2c(Cl)cccc2Cl)NC1=O,.,-4
Cc1ccc(S(=O)(=O)N2CCC(=O)N(CCOCc3ccccc3)CC2)cc1,18,-2
COC(=O)c1cc(=O)n2c(sc3ccccc32)c1C#N,.,-1
O=C1C2C3c4ccccc4C(CO)(c4ccccc43)C2C(=O)N1c1ccc(Cl)cc1Cl (stereo not drawn),34,-1
Cc1ccc(C2CC(C(F)(F)F)n3ncc(C(=O)Nc4cccc(Cl)c4)c3N2)cc1 (stereo not drawn),10,0
CCc1onc(C)c1C1CCCN1Cc1cn[nH]c1-c1ccc(F)cc1 (stereo not drawn),4,-1
O=C(OC1CCOC1=O)c1cn(-c2cccc(Cl)c2)c(=O)c2ccccc12 (stereo not drawn),-1,1
COc1cc(NC(=O)C2CCN(c3cc(N4CCCC4)ncn3)CC2)cc(OC)c1,31,-7
Cc1ccc(C(=O)Nc2cccc(-c3nc4ncccc4o3)c2)c(Cl)c1,53*,-2
CN(C)c1ccc(/C=C2\C(=O)N(c3ccc([N+](=O)[O-])cc3)N=C2N2CCOCC2)cc1,7,-9
Cc1ccc(C)c(NC(=O)Cc2csc(C)n2)c1,1,-5
C1=Cc2ccccc2N2CC(c3ccc4ccccc4c3)N=C12 (stereo not drawn),.,-9
Cc1nc2sc(C(=O)N3CCN(c4ccccc4F)CC3)c(C)c2c(=O)[nH]1,18,4
COc1ccc2nc(N3CCC(C(=O)N4CCOCC4)CC3)sc2c1,-2,0
COCCNC(=O)c1cnn2c(C)c(Cc3cccc(Br)c3)c(C)nc12,63*,-9
O=C(CN1C(=O)C(c2ccccc2)=NC12CCCC2)Nc1ccc(F)c(F)c1,5,-10
N#CC(C#N)=Cc1cccn1S(=O)(=O)c1ccccc1[N+](=O)[O-],.,3&3
COc1cc2c(cc1OC)C(COc1ccccc1OC)N(C(=O)c1c(F)cccc1F)CC2 (stereo not drawn),31,-6
COCCCNC(=O)C1(C)CCC(=O)N1CCc1ccccc1 (stereo not drawn),-5,4
Cc1ccsc1C=C1C(=O)c2ccccc2C1=O,50*,-3
Cc1cc(C)c(/C=C/c2cc(C(F)(F)F)[nH]c(=O)n2)cc1C,6,-14
Cc1cccc(NC(=O)Cn2nc(C(F)(F)F)c(Cl)c2C)c1Cl,-5,2
Cn1c(=O)nc2n(-c3ccc([N+](=O)[O-])cc3)c3ccccc3cc-2c1=O,3,3
O=C(NCc1cccnc1)C1c2ccccc2C(=O)N1C1CCCC1 (stereo not drawn),-1,4
Cc1[nH]nc(-c2ccc(O)c(O)c2O)c1Oc1ccccc1,97*,-6
O=C(/C=C/c1ccco1)Nc1cc(Cl)ccc1C(=O)O,8,2
Cc1cccc(NC(=O)CSC2=NN3CCCC(=O)N=C3S2)c1C,4,-3
CC1CN(S(C)(=O)=O)CC1c1nc(-c2ccncc2)no1 (stereo not drawn),-2,-8
Cc1cc(C)n(NC(=S)NCc2cccs2)c(=O)c1C#N,.,6
COc1ccc(-c2coc3c4c(ccc3c2=O)OCN(c2ccc(CCO)cc2)C4)cc1,40,6

# 3 entries from above, with each value named:
> CC1CN(S(C)(=O)=O)CC1c1nc(-c2ccncc2)no1 (stereo not drawn)
  mHTT CaM bind: -2	Pf apPOL block: -8

> Cc1cc(C)n(NC(=S)NCc2cccs2)c(=O)c1C#N
  mHTT CaM bind: .	Pf apPOL block: 6

> COc1ccc(-c2coc3c4c(ccc3c2=O)OCN(c2ccc(CCO)cc2)C4)cc1
  mHTT CaM bind: 40	Pf apPOL block: 6

# Further compounds
SMILES,mHTT CaM bind,Pf apPOL block
COCCC(=O)N1CC2CN(S(=O)(=O)c3ccc(C)cc3)CC(C1)O2,-9,-8
COc1ccc(CSc2nc3ccccc3o2)cc1,-120,-6
COc1ccc(C(=O)Nc2ccc(C)cc2[N+](=O)[O-])c(OC)c1,-2,1
Cc1nc(-c2ccc(F)cc2)sc1C(=O)N1CCC(CC(=O)NCCC(C)C)CC1,21,-14
Cn1c(=O)[nH]c(=O)c2c1nc(N1CCOCC1)n2Cc1ccccc1Cl,5,24
Cc1noc(-c2ccc(Cl)cc2)c1C(=O)ON=Cc1ccc(Cl)cc1,.,3
O=C(Nc1ccc([N+](=O)[O-])cc1)c1cccc(F)c1,4,-8
CCc1ccc(CNC(=O)c2cn(C)c(=O)c3c2c2ccccc2n3C)cc1,-2,-12
NC(=O)c1ccc(NC(=O)CCCc2ccccc2)cc1,0,-8
O=C(NCCN1CCCCC1)c1cc2n(n1)CCCN(Cc1cccc(F)c1)C2=O,-6,0
COC(=O)c1cccc(C(=O)Nc2cc(C)ccc2C)n1,-10,-3
CC1CCN(c2nc3c(c(=O)[nH]c(=O)n3C)n2CCSc2ncccn2)CC1,2,3
Cc1cc(C)cc(Cn2cc(CN3CC(N(C)C)CS3(=O)=O)nn2)c1 (stereo not drawn),-7,-1
Cc1nn(-c2ccccc2)c(Cl)c1C(=O)NCC(=O)O,0,-3
O=C(C1CCCO1)N1CCOc2ccccc2C1 (stereo not drawn),5,12
CC(C)n1cc(/C=C2\C(=O)NC(=O)N(c3ccc(F)cc3)C2=O)c2ccccc21,5,-2
CC(C)(C)c1[nH]nc2c1C(c1ccncc1)C(C#N)=C(N)O2 (stereo not drawn),3,-1
COc1ccccc1Cc1noc(C2CN(C(=O)c3cnc4ccccc4n3)C2)n1,4,9
COc1cc(NC(=O)c2ccc(Br)o2)c(OC)cc1Cl,-1,-18
COC[C@H]1CCCN1c1cccc2c1S(=O)(=O)N(C1CC1)CCCO2,-4,0

# A portion from the list above, as a working copy:
SMILES,mHTT CaM bind,Pf apPOL block
C1=Cc2ccccc2N2CC(c3ccc4ccccc4c3)N=C12 (stereo not drawn),.,-9
Cc1nc2sc(C(=O)N3CCN(c4ccccc4F)CC3)c(C)c2c(=O)[nH]1,18,4

# Following part
SMILES,mHTT CaM bind,Pf apPOL block
N#Cc1c(N)n(-c2ccc(C(=O)O)cc2)c2nc3ccccc3nc12,38,4
O=C(CNC(=O)C1CCCCC1)Nc1ccccc1,0,-5
Cc1nc(CSc2ccc(Cl)cc2)cs1,.,-25
Cc1ccc(S(=O)(=O)N(CC(N)=O)c2cccc(C)c2C)cc1,2,-2
Clc1cccc(Cl)c1C[n+]1ccc2ccccc2c1,-2,-3
COCCn1c(C2CCN(C(=O)c3cc(Cl)ccc3OC)C2)nc2ccncc21 (stereo not drawn),-4,-3
O=C(O)c1ccc2c(c1)C(=O)N(c1cccnc1)C2=O,-2,4
Cc1cccc(NC(=O)c2cn(-c3ccc(Cl)cc3)c(=O)c3ccccc23)n1,-2,-8
CCOc1cccc(C=Nc2ccc(-c3nc4ncccc4o3)cc2)c1O,0,-2
CCN(CC)CCN(C)Cc1ccccc1OC,-1,5
COc1cc(C(=O)NCC(=O)O)cc(OC)c1OC,-7,-7
COc1ccc(-c2c(C)oc3cc(OC(=O)c4cccc([N+](=O)[O-])c4)ccc3c2=O)cc1OC,-8,-6
COc1ccc(S(=O)(=O)NCCC2CCN(C(=O)c3ccccc3)CC2)cc1OC,30,-2
CCCOc1ccc(C(=O)Nc2ccc(Cl)c(-c3nc4ncccc4o3)c2)cc1,18,2
CC(C)C1C(=O)N(Cc2cn(CCC3OCCO3)nn2)CCS(=O)(=O)N1Cc1ccc(-c2cccc(CO)c2)cc1 (stereo not drawn),45,-5
COc1cccc(C=C2Oc3c(ccc(O)c3CN(C)C)C2=O)c1OC,1,2
O=C(Nc1cccc(Cl)c1)c1cccc(Cn2cncn2)c1,-7,1
CCOc1cccc(N2CCN(C(=O)c3cccc(OC)c3)C(C)C2=O)c1 (stereo not drawn),7,-2
Cc1ccc(C)c(C2Nc3ccccc3NC3=C2C(=O)CC(c2cccs2)C3)c1 (stereo not drawn),45,-3
COc1ccc(C2Cn3nnc(C(=O)N4CCC(C(=O)NC5CC5)CC4)c3CO2)cc1 (stereo not drawn),2,2
CCOc1cc(C(=O)Nc2c3c(nn2-c2ccc(F)cc2)CSC3)cc(OCC)c1OCC,7,-4
COc1cccc(C2CC(c3cc(OC)ccc3OC)n3nnnc3N2)c1 (stereo not drawn),9,-2
O=C(c1ccc(C(=O)N2CCOCC2)s1)N1CCOCC1,4,-4
CC1(C)OCC2(CO1)CN(C(=O)C1(c3cccs3)CCCC1)C2,-3,-3
O=C(c1ccc(COCC(F)(F)F)cc1)N1CCN(c2ccccn2)CC1,2,-6
CC(=O)N(C1=C(N2CCOCC2)C(=O)c2ccccc2C1=O)c1ccc(Cl)c(Cl)c1,96*,-8
Cc1ccc(NC(=O)c2c(I)cnn2C)cc1[N+](=O)[O-],8&0,-7&0
CCn1cc(CN(C)CC(=O)N2CCCCCC2)ccc1=O,-8,-1
CCCN1COc2ccc3c(=O)c(-c4ccc(OC)c(OC)c4)c(C)oc3c2C1,-3,-1
c1ccc2sc(SCCCNCCCN3CCOCC3)nc2c1,31,1
O=C(NCc1ccccn1)C1CCCN(C(=O)c2cccc(C(F)(F)F)c2)C1 (stereo not drawn),25,-4
c1ccc(CN2CC(c3nc(-c4ncccn4)no3)C2)nc1,29,-12
CS(=O)(=O)C1Cc2ccccc2CN1C(=O)Nc1cccc(Cl)c1 (stereo not drawn),-10,2
CCN(CC)c1ccc(/C=C2\N=C(c3ccc(C)c([N+](=O)[O-])c3)OC2=O)cc1,13,-4
O=C(CN1CCCCC1)Nc1c2c(nc3c1CCC3)CCCC2,-7,0
Cc1ccc(NC(=O)CSC2=C(C#N)C(c3cccs3)CC(=O)N2)cc1Cl (stereo not drawn),-10,-1
Cn1cc(C(=O)Nc2ccc(F)cc2Cl)c2ccccc2c1=O,8,-6
Cc1ccsc1C1C2=C(CC(C)(C)CC2=O)OC2=C1C(=O)CC(C)(C)C2,-2,-3
Cc1ccc(S(=O)(=O)N2CCC(C(=O)Nc3cc(C(F)(F)F)ccc3Cl)CC2)cc1,-5,-8
CCOC(=O)CSc1nnc(NCC(=O)OC)c(=O)[nH]1,-8,.

# Exported bar-delimited: part of the list above.
SMILES | mHTT CaM bind | Pf apPOL block
O=C(NCc1ccccn1)C1CCCN(C(=O)c2cccc(C(F)(F)F)c2)C1 (stereo not drawn) | 25 | -4
c1ccc(CN2CC(c3nc(-c4ncccn4)no3)C2)nc1 | 29 | -12
CS(=O)(=O)C1Cc2ccccc2CN1C(=O)Nc1cccc(Cl)c1 (stereo not drawn) | -10 | 2
CCN(CC)c1ccc(/C=C2\N=C(c3ccc(C)c([N+](=O)[O-])c3)OC2=O)cc1 | 13 | -4
O=C(CN1CCCCC1)Nc1c2c(nc3c1CCC3)CCCC2 | -7 | 0
Cc1ccc(NC(=O)CSC2=C(C#N)C(c3cccs3)CC(=O)N2)cc1Cl (stereo not drawn) | -10 | -1
Cn1cc(C(=O)Nc2ccc(F)cc2Cl)c2ccccc2c1=O | 8 | -6

# Further entries:
SMILES,mHTT CaM bind,Pf apPOL block
CC1CCN(c2ccc(CNC(=O)C3CCCN(c4nnc5ccccn45)C3)cc2)CC1 (stereo not drawn),32,0
COc1ccc(NC(=O)C2CC(c3cc(OC)ccc3OC)=NO2)cc1 (stereo not drawn),-2,6
O=[N+]([O-])c1ccc(S(=O)(=O)c2ccccc2)cc1OS(=O)(=O)c1ccc(F)cc1F,.,7&-1
CCCCc1ccc(C(C2C(=O)CC(C)(C)CC2=O)C2C(=O)CC(C)(C)CC2=O)s1,45,.
O=C(NC1CC1)c1ccc(OCC2CCN(C(=O)c3ccc(F)cc3Cl)CC2)cc1,7,-6
Cc1ccc2c(c1)N(c1ccccc1C)C=C(C#N)S2(=O)=O,-7,-2
Cn1nc(-c2nc(-c3ccccc3F)no2)c2c1CCN(C(=O)c1ccccc1)C2,39,-3
CCc1ccc(/C=c2\sc3nc(=O)c(-c4ccccc4)nn3c2=O)cc1,1,1
CCCCNC(=O)C1c2ccccc2C(=O)N(Cc2ccc(F)cc2)C1c1ccc(OC)cc1 (stereo not drawn),-1,-1
CCSc1sc(CC)cc1C1C(C(=O)Nc2cc(C)ccn2)=C(C)NC2=C1C(=O)CCC2 (stereo not drawn),47,1
Cc1cc(C)nc(Nc2nc(CC(=O)NCc3ccccn3)cs2)n1,13,-4
Cc1noc(-c2nn(C)c3c2CN(C(=O)c2ccc(F)c(F)c2)CC3)n1,-5,8
CC(=O)c1ccc(OCc2cn(CC(=O)c3ccc(O)cc3)nn2)cc1C,4,10
Nc1ccc2nc(SCC(=O)Nc3cccc(C(F)(F)F)c3)sc2c1,31,-4
CCC(C)NC(=O)c1nnn(-c2ccccc2Cl)c1-c1ccncc1 (stereo not drawn),3,0
COc1ccc(C2Nc3ccccc3NC3=C2C(=O)CC(c2ccc(OC)c(OC)c2)C3)cc1O (stereo not drawn),20,-15
CN(C)C(=O)c1ccc2c(c1)CCN2C(=O)C1CCC1,0,0
Cc1nc(-c2cccs2)sc1NC(=O)ON=C(N)c1ccc(Cl)cc1,.,-3
Nc1nc(-c2ccccc2)c(-c2ccc([N+](=O)[O-])cc2)s1,-4,-8
COc1ccc(C2=NC3(CCCCC3)N(CC(=O)Nc3ccc(F)cc3)C2=O)cc1,66*,-7
N#CCCN(Cc1ccccc1)CN1C(=O)c2ccccc2C1=O,.,-3
COc1cc(NC(=O)c2ccc3c(c2)OCO3)c(OC)cc1Cl,-2&5,2&-1
O=[N+]([O-])c1cccnc1N/N=C/c1cc(Br)c(Br)o1,i,.
CC1Cc2cc(-c3cc(COC(=O)CSc4ncccn4)no3)ccc2O1 (stereo not drawn),-14,-7
CN1C(=O)C2CCCCN2c2ccc(C(=O)N3CCC4(CC3)OCCO4)cc21 (stereo not drawn),1,-1
Cc1ccc(CS(=O)(=O)CCC(=O)NC2CCCC(C)C2C)cc1 (stereo not drawn),-1,-10
CCCc1[nH]nc2c1C(c1ccc(Cl)cc1)C(C#N)=C(N)O2 (stereo not drawn),7,-2
COc1ccc(C(=O)c2coc3ccc(O)cc23)cc1,.,-21
CC(=O)c1cccc(NC(=O)C2CC(=O)N(c3ccc4c(c3)CCN4C(C)=O)C2)c1 (stereo not drawn),2,-3
Cn1cnc(S(=O)(=O)N2CCN(c3ccccn3)CC2)c1,.,-10
O=C(Oc1cc(S(=O)(=O)c2ccc(Cl)cc2)ccc1[N+](=O)[O-])c1cc2ccccc2s1,.,-1
Cc1ccc(CSc2nnc3c(n2)[nH]c2ccccc23)cc1,7,-1

# Screens: PubChem, University of Kansas High Throughput Screening Laboratory
